Screening results: PubChem, Broad Institute
Wnt act: Wnt/beta-catenin pathway activation; 1.2% of 300,000 active; Wnt/beta-catenin reporter cell assay, activator, plate reader; activation, % at 9.35 µM; in the data active means activation above about 30%, passing the limit was not always enough;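 further: 0% = neutral control wells and 100% = positive control wells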
Starred values were filed as active, the others as inactive. These rows are one share of the data, so the mix of outcomes need not match the whole.

molecule | Wnt act
Cc1ccc([C@@H]2C[C@H]3[C@@H](CN2S(=O)(=O)c2ccc(C)cc2)C(=O)C[C@@H](c2ccccc2)N3S(=O)(=O)c2ccc(C)cc2)cc1 | -1
COC(=O)[C@]12C[C@H](CC(=O)NCCC(C)C)C(=O)N(Cc3ccccc3)C1=C[C@H](C(C)(C)C)O[C@@H]2C | -4
Cc1ccc(C)c(C(O)c2ncc(-c3ccccc3)[nH]2)c1 (centres undefined) | -2
CCOC(=O)N1CCN(C(=O)C[C@@H]2C[C@@]3(C(=O)OCC)CCC=C3N(CCC3=CCCCC3)C2=O)CC1 | -3
COc1ccc(NC(=O)c2sc(=O)n(Cc3ccc(S(=O)(=O)N(C)C)cc3)c2C)cc1 | -1
COc1ccc(-c2ccc(CN3C(CC(C)C)C(=O)N(Cc4cn(CCC5OCCCO5)nn4)CCS3(=O)=O)cc2)cc1OC (centres undefined) | -2
CCCCn1nnnc1C(c1ccccc1)N1CCN(CCN2CCOCC2)CC1 (centres undefined) | -1
COc1ccc(/C=N/n2c(-c3cc(C)[nH]n3)n[nH]c2=S)cc1OC | -1
O=C(Nc1c(-c2ccc(Cl)cc2)[nH][nH]c1=O)c1ccccn1 | -2
Brc1ccc2nc(-c3ccco3)c(Cc3ccccc3)n2c1 | -1
CC(=O)Nc1cccc(-c2ccnc3c2CC(C(=O)Nc2cccc(N(C)C)c2)O3)c1 (centres undefined) | -7
CCCCNC(=O)C(NC(=O)c1ccc(-c2ccccc2)cc1)C(=O)c1ccccc1 (centres undefined) | 0
Cc1ccc(-c2csc(C(O)c3cccc(Cl)c3)n2)cc1C (centres undefined) | -1
CCc1nc2ccc(C(=O)N3CCCC(C(N)=O)C3)cn2c1N(C)Cc1ccc(OC)cc1 (centres undefined) | -1
Brc1cccc(-c2nc3ccc(Br)cn3c2Cc2ccsc2)c1 | 2

Continuation.
molecule | Wnt act
CCOC(=O)C1=CCN(S(=O)(=O)c2ccccc2F)C1c1cccc(C)c1 (centres undefined) | -1
CCOC(=O)c1ccccc1NC(=O)Cn1cnc2c(cnn2-c2ccc(OC)cc2)c1=O | -7
CC1=C(C(=O)N2CCCCCC2)CC(CC(=O)NCCCN(C)C)C(=O)N1Cc1ccccc1 (centres undefined) | -1
O=C(Nc1ccc(F)cc1)C(c1cc2ccccc2o1)N1CCN(c2ccncc2)CC1 (centres undefined) | 10
O=C(Cn1nnc(-c2ccc(Cl)cc2)n1)NC(=O)NC1CCCC1 | 2
COc1ccc(/C=C/C(=O)OCC(=O)NC2CCCCCC2)cc1 | 16
Cn1cc(-c2ccc(C(=O)NCc3cccc(Cl)c3)c3occc23)cn1 | -2
Cc1cc(C)nc(SCC(=O)Nc2ncccn2)n1 | -7
C[C@H](CO)N1C[C@H](C)[C@H](CN(C)Cc2ccccc2)Oc2ncc(Br)cc2C1=O | 0
O=C1NC[C@H](Cc2ccc(O)cc2)N(C[C@@H]2CCCN2C[C@H](Cc2ccc(O)cc2)N2C[C@H](Cc3ccccc3)N(CCc3ccccc3)C(=O)C2=O)C1=O | -1
O=C(NCCN1CCNCC1)c1ccccc1O | 5
Cc1cccc(NC(=O)c2ncn3c2C(=O)NC[C@H]3C)c1 | -1
CCOc1ccc(CCN2C(=O)C(=O)N([C@@H](Cc3ccc(O)cc3)CN3CCC[C@H]3CN3C(=O)C(=O)NC[C@@H]3Cc3ccc(O)cc3)C[C@@H]2Cc2ccc(O)cc2)cc1 | -5
CC(C)C1C(=O)N(Cc2cn(CC3CCCCC3)nn2)CCS(=O)(=O)N1Cc1ccc(-c2cccc(CO)c2)cc1 (centres undefined) | -1
Cc1cc2c(c(=O)o1)[C@@]1(C(=O)Nc3ccccc31)C1=C(CCCC1=O)O2 | -3

Following part
molecule | Wnt act
Cc1ccc(Cn2c(C)c(C(=O)NCc3ccccc3C(F)(F)F)sc2=O)cc1 | -3
O=C(NCCCCO)c1c(-c2ccccc2)oc2c1C(OCCCCCO)CCC2 (centres undefined) | -2
CCOC(=O)c1ccc(NC(=O)c2nc[nH]c2C(=O)N[C@H](C)CO)cc1 | -1
C[C@@H]1CN([C@@H](C)CO)C(=O)CCCn2cc(nn2)CO[C@H]1CN(C)C(=O)Nc1cccc(F)c1 | 3
CCc1ccc(NC(=O)C[n+]2cc(-c3ccc(C)cc3)n3c2CCC3)cc1 | -4
CC1=C(C(=O)N2CCOCC2)CC(CC(=O)NC2CCCC2)C(=O)N1Cc1ccc(C(C)(C)C)cc1 (centres undefined) | -1
CCCNCC(=O)Nc1sc2c(c1C(=O)Nc1c(C)n(C)n(-c3ccccc3)c1=O)CCCC2 | -4
CCOC1=C2CN(S(=O)(=O)c3ccc(C)cc3)C(c3cccc(Cl)c3)CC2N(S(=O)(=O)c2ccc(Cl)cc2)C(c2ccccc2)C1 (centres undefined) | -9
Cc1cccc(CSc2nnc(CCNC(=O)OC(C)(C)C)o2)c1 | 2
CC(C)[C@@H]1Cc2[nH]n(C)c(=O)c2[C@H](c2ccc(F)cc2)O1 | -2
CCCc1c(-c2ccc(F)cc2F)ncn1Cc1ccccc1OC | 7
CCOC(=O)c1csc(NC(=O)CCS(=O)(=O)c2ccc(Cl)cc2)n1 | -3
O=c1cc(COc2ccccc2[N+](=O)[O-])nc2sccn12 | 5
Cc1ccc(CN(C)C[C@@H]2OCc3cnnn3CCCC(=O)N([C@H](C)CO)C[C@H]2C)cc1 | 1
C[C@@H](NC(=O)[C@@H]1CCCN1C(=O)[C@@H]1CCCN1C(=O)c1cccs1)c1ccccc1 | -2

Going on with the list.
molecule | Wnt act
COc1ccc(CN2C(=O)C(CC(=O)NCCCCc3ccccc3)CC(C(=O)N3CCCCCC3)=C2C)cc1 (centres undefined) | -2
CSc1ncccc1C(=O)N1CCC(C)(C(=O)O)C1 (centres undefined) | -1
COc1cccc(COC(=O)CSCC(=O)Nc2ccc(C)cc2)c1OC | 1
Cc1cccc(C)c1-n1nnnc1C1c2ccccc2C(=O)N1CCc1ccc(O)cc1 (centres undefined) | -2
CC1C(c2ccccc2)OCCN1C(=S)Nc1ccc(S(=O)(=O)N2CCCCC2)cc1 (centres undefined) | -6
CCc1nc2c(OCCOc3ccccc3)cccn2c1N(C)C(=O)c1ccccc1F | -2
N#Cc1ccc(C(C(=O)NC2CCCCC2)n2c(=O)c(-c3cc4ccccc4[nH]3)nc3ccccc32)cc1 (centres undefined) | -5
CC(C)CC(N)c1csc(Nc2ccc(C(=O)N(C)Cc3ccccc3)cn2)n1 (centres undefined) | 0
O=C(O)c1c[nH]n2c(=S)ncnc12 | 3
C[C@H](c1ccccc1)N1C[C@H](COCc2ccccc2)Oc2cc(N3CCC[C@@H]3CO)ccc2S1(=O)=O | 0
CN(C)CCNC(=O)C(=O)NCC1OCCN1S(=O)(=O)c1ccc(F)cc1 (centres undefined) | 0
Cc1cccc(NC(=O)CN(C)S(=O)(=O)c2cnc[nH]2)c1C | -1
C[C@@H]1CN(C(=O)OC(C)(C)C)CCN1c1ccc(N2CC[C@@H](O)C2)c(C#N)c1 | -1
CCCS(=O)(=O)NC(=O)C1(C)CCCN(C(=O)c2cc(F)ccc2C)C1 (centres undefined) | -1
CN1CCN(c2cc(-c3ccc4ccccc4c3)nc3ccnn23)CC1 | -1

Continuation.
molecule | Wnt act
CCCNC(=O)C1(C)CCN(C(=O)c2cccc(C(F)(F)F)c2)C1 (centres undefined) | 0
O=c1c2ccccc2c2ccccc2c(=O)n1Cc1ccc2c(c1)OCO2 | -2
OC(c1ccc(-c2ccccc2)cc1)c1ncc(-c2ccccc2)[nH]1 (centres undefined) | -1
C[C@@H]1CN([C@H](C)CO)C(=O)CCCn2nncc2CO[C@H]1CN(C)C(=O)Nc1cccc2ccccc12 | -5
NC(c1csc(Nc2ccc(C(=O)NCCCO)cn2)n1)C1CCCCC1 (centres undefined) | -1
O=C(c1ccco1)N1CCN(c2ncnc3scc(-c4ccc(Cl)cc4)c23)CC1 | -2
Cn1c(=O)c2c(nc(N3CCOCC3)n2C/C=C/c2ccccc2)n(C)c1=O | 1
Cc1ccc(NC(=O)CCc2ccccc2)cc1C | 2
C[C@H](CO)N1C[C@H](C)[C@@H](CN(C)C(=O)c2cccc(F)c2)Oc2cc(-c3cncnc3)ccc2S1(=O)=O | -1
COc1ccc(CC(N)c2csc(NC(=O)c3cc(C(C)(C)C)nn3Cc3ccccc3)n2)cc1 (centres undefined) | -3
COc1ccc(C(=O)N/C(=C\c2ccc(Cl)cc2)C(=O)NCc2ccncc2)cc1 | -1
Cc1cccc(CN2CCN(C3CN(Cc4cn(Cc5cc(C)cc(C)c5)nn4)S(=O)(=O)C3)CC2)c1 (centres undefined) | -6
Cc1ccc([C@H]2N[C@]3(CCCN(Cc4ccccc4)C3=O)[C@H]3C(=O)N(C)C(=O)[C@@H]23)cc1 | -1
COc1ccc(-c2cc(NC=O)c3ncc(-c4ccc(C(C)=O)cc4)n3c2)cc1OC | -7
COc1ccccc1-c1csc(C(NC(C)=O)c2ccccc2)n1 (centres undefined) | 0

Next part
molecule | Wnt act
CCOC(=O)c1nnn2c1nc(N1CCOCC1)c1ccccc12 | 1
COC(=O)[C@@]1(Cc2ccc(OC)cc2)[C@H]2c3cc(C(=O)N4CCCC4)n(Cc4c(CO)[nH]cc(C)c4=O)c3C[C@H]2CN1C(=O)c1ccccc1 | 2
COc1cccc(OC2(C)CCN(Cc3ccc(-c4ccccn4)cc3)C2)c1 (centres undefined) | 5
CC(=O)OC[C@@H]1CN(Cc2ccccc2)C[C@H](n2cnc3c(N4CCOCC4)ncnc32)O1 | 5
CC1C(=O)N(Cc2ccc([N+](=O)[O-])cc2)c2ccccc2N1C(=O)C1CC1 (centres undefined) | -1
COc1ccccc1-c1cc2nc(-c3ccccc3)cc(N3CCN(C(=O)c4ccco4)CC3)n2n1 | -7
COc1ccc(CN2C(=O)CSCC2(C)C(=O)NCc2ccccc2)cc1OC (centres undefined) | -2
OC(c1ccc(F)c(F)c1)c1nc(-c2ccc(F)c(Cl)c2)cs1 (centres undefined) | 1
C=C1[C@H](C)CN(S(=O)C(C)(C)C)[C@H]1CCO (some centres undefined) | -1
COc1ccc(CCC(=O)Nc2ccc(S(=O)(=O)N3CCOCC3)cc2)cc1OC | 0
CN1CCC(C)(C(=O)Nc2cccc3c2CCCC3)C1 (centres undefined) | -2
S=c1[nH]cc(Oc2ccc(Cl)cc2Cl)c(=S)[nH]1 | -1
COc1ccc(S(=O)(=O)NCc2cccnc2)c(Cl)c1Cl | -3
Cc1ccc(S(=O)(=O)N2C[C@H]3[C@H]4C(=O)N(c5ccccc5)C(=O)[C@H]4CC(=O)[C@H]3[C@@H]2c2ccc(Cl)cc2)cc1 | -1
C=CCNC(=O)c1cc2cc(Cl)ccc2nc1N | -1

Of the compounds above, six contain two or more sulfur atoms.
molecule | Wnt act
Cc1ccc([C@@H]2C[C@H]3[C@@H](CN2S(=O)(=O)c2ccc(C)cc2)C(=O)C[C@@H](c2ccccc2)N3S(=O)(=O)c2ccc(C)cc2)cc1 | -1
COc1ccc(NC(=O)c2sc(=O)n(Cc3ccc(S(=O)(=O)N(C)C)cc3)c2C)cc1 | -1
CCOC1=C2CN(S(=O)(=O)c3ccc(C)cc3)C(c3cccc(Cl)c3)CC2N(S(=O)(=O)c2ccc(Cl)cc2)C(c2ccccc2)C1 (centres undefined) | -9
CCOC(=O)c1csc(NC(=O)CCS(=O)(=O)c2ccc(Cl)cc2)n1 | -3
CC1C(c2ccccc2)OCCN1C(=S)Nc1ccc(S(=O)(=O)N2CCCCC2)cc1 (centres undefined) | -6
S=c1[nH]cc(Oc2ccc(Cl)cc2Cl)c(=S)[nH]1 | -1

(more compounds)
molecule | Wnt act
COc1ccc(NC(=O)N(C)C[C@@H]2OCc3cnnn3CCCC(=O)N([C@@H](C)CO)C[C@H]2C)cc1 | -1
CC1(C(=O)Nc2cnc3ccccc3c2)CCN1Cc1ccccc1Cl (centres undefined) | 0
CCCN(CCC)Cc1cc(=O)oc2cc(C)cc(C)c12 | -2
O=C1c2cccc3cccc(c23)C(=O)N1Cc1ccccn1 | -3
COc1cc(CN2CCC(C(=O)NC(c3ccc(F)cc3)c3ccc4ccccc4n3)CC2)cc(OC)c1 (centres undefined) | -4
COC(=O)[C@]12C[C@H](CC(=O)NCC34CC5CC(CC(C5)C3)C4)C(=O)N(Cc3ccccc3)C1=C[C@H](C1CCCC1)O[C@@H]2C | -11
C=CCNc1n[nH]c(=S)s1 | -1
CCOC(=O)C1=CCN(S(=O)(=O)c2cccc(Cl)c2)C1c1cccc(Br)c1 (centres undefined) | -2
COCC(=O)N(C)C[C@H]1Oc2ncc(C#C[C@H](C)O)cc2C(=O)N([C@@H](C)CO)C[C@H]1C | -2
COc1cccc(NC(=O)c2cccc(NC(=O)c3ccco3)c2)c1 | -1
COCc1[nH]nc2c1C(c1cccc(C(F)(F)F)c1)N(c1ccccc1)C2=O (centres undefined) | -4
CN(N=Cc1ccccc1O)C(=O)c1ccccc1N | 0
O=C(O)C(=Cc1cccc([N+](=O)[O-])c1)c1ccccc1 | -1
O=C(NC1CC1)c1ccc2nc([C@@H]3O[C@H](CO)[C@H](O)[C@H](O)[C@H]3O)[nH]c2c1 | 0
CCOc1ccc(CCNC(=O)COC(=O)c2cc(OC)c(OC)c(OC)c2)cc1OCC | 5
COc1ccc(NS(=O)(=O)c2cccc(C(=O)N3CCN(C/C=C/c4ccccc4)CC3)c2)cc1 | -3
COCCNC(=O)C1(C)CCCN(Cc2cc(-c3ccccc3)nn2C)C1 (centres undefined) | 0

Arranged by value in Wnt act (highest first): some entries from above
molecule | Wnt act
Cc1ccc(NC(=O)CCc2ccccc2)cc1C | 2
Cn1c(=O)c2c(nc(N3CCOCC3)n2C/C=C/c2ccccc2)n(C)c1=O | 1
Cc1ccc([C@@H]2C[C@H]3[C@@H](CN2S(=O)(=O)c2ccc(C)cc2)C(=O)C[C@@H](c2ccccc2)N3S(=O)(=O)c2ccc(C)cc2)cc1 | -1
COc1ccc(CN2C(=O)CSCC2(C)C(=O)NCc2ccccc2)cc1OC (centres undefined) | -2
O=C1c2cccc3cccc(c23)C(=O)N1Cc1ccccn1 | -3
